# GC-B act – GC-B (human) receptor activation; AID 1920062; activation, % at 10 µM; hit rate 0.11% among 370,000; HEK293-GC-B cells, CNP EC30, cGMP TR-FRET; 0% at EC30 CNP, 100% saturating CNP; P20594;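 active = activation at 10 µM reaching about 35% in either raw or pattern-adjusted values, limit read from the data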
# KLK7 zymogen act – activators of human kallikrein-7 zymogen; P49862; purified proKLK7, EDANS-DABCYL substrate fluorescence; 100% is mature enzyme control, 0% vehicle; activation, % at 7 µM; hit rate 0.9% among 370,000; AID 652039;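 active = activation above the mean of all tested compounds plus 3 SD, computed per campaign excluding outliers beyond control limits, cut at about 13% in these data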
# Target sequence (P49862 whole entry, looked up): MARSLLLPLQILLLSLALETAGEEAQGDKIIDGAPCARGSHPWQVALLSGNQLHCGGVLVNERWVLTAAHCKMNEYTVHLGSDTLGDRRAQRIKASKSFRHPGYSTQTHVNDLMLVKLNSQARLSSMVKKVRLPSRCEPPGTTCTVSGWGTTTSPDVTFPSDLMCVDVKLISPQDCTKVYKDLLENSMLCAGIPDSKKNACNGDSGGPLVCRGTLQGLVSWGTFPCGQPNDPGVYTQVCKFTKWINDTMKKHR
# DAX1 inh-1 – blocks DAX1 repression of SF-1 activated StAR promoter | HEK293T StAR-luciferase reporter, SF-1/DAX-1 repression relief | hit rate 1.1% among 370,000 | inhibition, % at 6.8 µM | AID 652010;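 active = inhibition above the mean over all tested compounds plus 3 SD, cut at about 3.6% in these data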;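 also: 0% = DAX-1 cells with DMSO and 100% = cells lacking DAX-1 with DMSO; higher inhibition means more luminescence from relief of DAX-1 repression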
# GAA850 FXN act – activators of GAA850 frataxin (FXN) promoter. HEK293 lucGAA850 FXN promoter luciferase reporter, 24 h; percent of 10 µM SAHA response. AID 540364. hit rate 0.56% among 360,000. activation, % at 6 µM;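 active = activation above the average of all compounds screened plus 3 SD, cutoff fixed separately per campaign, cut at about 7.5% in these data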;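 also: 0% = DMSO wells and 100% = 10 µM SAHA wells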
# GC-A act – GC-A (human) enzyme activation | P16066 | HEK293 GC-A cells, cGMP TR-FRET, EC30 ANP; 0% at EC30 ANP, 100% saturating ANP | activation, % at 10 µM | hit rate 0.14% among 370,000 | AID 1671463; in the data active = activation above about 40%
# DAX1 inh-2 – NR0B1 (DAX1) inhibition | P51843 | inhibition, % at 6.75 µM | HEK293 Gal4-DAX1 luciferase reporter, luminescence | AID 504766 | hit rate 0.99% among 340,000;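 active = inhibition above the mean over all tested compounds plus 3 SD, cut at about 4.2% in these data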;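 also: 0% = DAX1-transfected cells with DMSO and 100% = empty-vector control cells with DMSO; inhibition shows as a rise in luminescence from relieved DAX1 repression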
# Target sequence (P51843 207-470 limits assumed): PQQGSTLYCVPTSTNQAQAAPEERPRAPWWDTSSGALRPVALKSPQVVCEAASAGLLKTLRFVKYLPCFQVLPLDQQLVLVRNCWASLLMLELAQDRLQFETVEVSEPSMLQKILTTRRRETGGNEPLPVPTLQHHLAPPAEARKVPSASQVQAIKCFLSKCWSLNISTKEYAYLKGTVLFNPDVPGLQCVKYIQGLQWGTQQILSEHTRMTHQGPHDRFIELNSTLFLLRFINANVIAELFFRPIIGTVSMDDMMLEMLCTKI
# SMARCA2 activ – increases SMARCA2 function in MMTV reporter cells. MG213 cells, MMTV-luciferase reporter, dexamethasone, overnight. activation, % at 9.1 µM. hit rate 1% among 370,000; in the data active = activation above about 7.8%;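 also: 0% = vehicle wells and 100% = reference activator wells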
# sPLA2-III inh – Inhibits HGIII-sPLA2 liposome hydrolysis, primary screen; hit rate 0.56% among 370,000; QFRET BODIPY PC-A2 liposome hydrolysis, fluorescence; inhibition, % at 12.2 µM;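 active = inhibition above mean plus 3 SD of compounds lying within the high and low control bounds, cut at about 19% in these data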;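 also: 0% = median of test compound wells and 100% = no enzyme DMSO wells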
# hgDAF12 agonist – activates the H. glycines DAF-12 receptor ligand-binding domain; HEK293 GAL4-hgDAF12 UAS-luciferase reporter, agonist luminescence; normalized to butyrate control; activation, % at 6.8 µM; hit rate 1.8% among 370,000; AID 687014;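 active = activation above a cutoff set at the mean of all screened compounds plus 3 SD, cut at about 10% in these data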;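 also: 0% = DMSO wells and 100% = sodium butyrate wells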
# ssDAF-12 act – activators of S. stercoralis DAF-12 nuclear receptor | HEK293 ssDAF-12/GRIP1 lit1-tk-luc reporter, luminescence; % of 3 µM dafachronic acid response | activation, % at 6.8 µM | hit rate 1% among 370,000;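 active = activation above the mean over all tested compounds plus 3 SD, cut at about 0.9% in these data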;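 also: 0% = DMSO-only wells and 100% = 3 µM delta7-dafachronic acid wells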
# hcDAF12 agonist – activators of H. contortus DAF-12 nuclear receptor. HEK293 hcDAF-12 lit1-tk-luc reporter, luminescence; 0% DMSO, 100% Δ7-dafachronic acid. activation, % at 6.8 µM. hit rate 1.4% among 370,000. AID 652067;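 active = activation above the mean of all tested compounds plus 3 SD, cut at about 5.5% in these data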;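 also: 100% = response to 3 µM Δ7-dafachronic acid high control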
# * marks the source's active call; other numbers are inactive results; . = no result given.
SMILES,GC-B act,KLK7 zymogen act,DAX1 inh-1,GAA850 FXN act,GC-A act,DAX1 inh-2,SMARCA2 activ,sPLA2-III inh,hgDAF12 agonist,ssDAF-12 act,hcDAF12 agonist
Cc1ccc(NC(=O)CCS(=O)(=O)c2ccccc2)c(C)c1,1.5,-0.1,0.1,.,3.4,.,-5.1,5.6,-0.8,-0.4,-2.0
Cn1c(NC(=O)/C=C\c2ccccc2)cc(=O)n(C)c1=O,-0.7,0.0,0.7,6.7,7.0,4.6*,1.7,4.5,8.9,1.1*,4.8
O=c1c2cccnc2nc2n1CCCCC2,3.4,0.3,-0.8,0.1,1.4,0.8,4.7,-2.3,0.9,-1.4,0.1
CC1(C)O[C@@H]2C[C@H]3[C@@H]4C[C@H](F)C5=CC(=O)C=C[C@]5(C)[C@H]4[C@@H](O)C[C@]3(C)[C@]2(C(=O)CO)O1,5.9,0.0,1.6,2.1,5.9,2.1,-2.4,12.5,-0.5,-1.0,-1.3
COc1ccccc1NC(=O)CSc1nnc(CNC(=O)c2ccccc2F)o1,1.1,-0.1,-0.2,-0.9,5.2,0.7,-1.4,8.7,1.5,-1.1,0.1
COc1ccnc(C(=O)N2CCC(Oc3cccnc3)CC2)c1,1.4,0.5,-0.4,.,6.3,.,3.9,3.6,-2.7,-1.6,-0.1
CC(C)n1nnnc1C1(C)Cn2nccc2C(=O)N1Cc1cccc(C(F)(F)F)c1 (stereo unspecified),3.0,-0.3,-0.2,.,2.3,.,-2.7,2.9,5.2,-1.2,-1.6
C[C@@H]1CN([C@@H](C)CO)S(=O)(=O)c2ccc(Br)cc2O[C@@H]1CN(C)C(=O)c1ccc(F)cc1,-2.9,0.1,0.0,-1.5,1.9,-0.3,-1.6,-3.4,-1.9,-1.2,-0.9
CC(C)Nc1nc(NC(C)C)nc(N(C)C#N)n1,17.2,0.6,-0.2,5.0,11.6,-0.2,-0.4,0.4,-1.6,-1.1,-1.3
Cc1ccc(C(=O)COC(=O)c2ccccc2NC(=O)c2ccccc2)cc1[N+](=O)[O-],-1.5,-0.1,-0.4,2.1,-5.2,0.4,-1.1,-7.5,-2.9,-1.0,-1.9
Cc1ccc2oc(=O)n(CC(=O)OC(C)C)c2c1,1.9,-0.2,-0.3,-0.1,0.1,2.1,0.1,-3.2,-1.9,-1.1,-1.2
Cc1cc(C)c(C#N)c(SCC(=O)C2CC2)n1,-1.1,88.8*,0.5,2.8,0.1,.,0.8,-7.2,4.5,-0.8,-1.3
COc1cccc(CC(=O)OCC(=O)c2cc(OC)ccc2OC)c1,-1.0,0.4,-1.7,0.5,0.1,-0.5,-1.9,0.3,-1.9,-1.6,-0.5
Clc1ccccc1COc1ccccc1-c1nnco1,-5.0,-0.7,-0.7,3.0,-1.2,-1.4,-2.1,-1.2,-0.7,-1.0,-1.3
COC(=O)[C@]12C[C@H](CC(=O)N3CCC(c4ccccc4)CC3)C(=O)N(CCc3ccc(OC)c(OC)c3)C1=C[C@H](COCc1ccccc1)O[C@@H]2C,7.1,-0.2,-0.8,.,0.7,.,-2.8,-8.7,1.8,-0.8,-2.4
O=C(CN1CCN(c2ccccc2O)CC1)NNC(=O)c1ccc(Cl)cc1,2.4,0.6,0.4,0.3,3.2,-0.4,0.5,-0.7,-0.9,-0.9,-1.4
CSc1ccc(NC(=O)N2CCN(c3nc4ccccc4s3)CC2)cc1,7.2,0.3,-1.4,-1.4,0.8,-1.0,-4.0,14.6,1.2,-0.8,0.2
O=C(NCC(O)CN1CCOCC1)c1ccc([N+](=O)[O-])cc1 (stereo unspecified),0.0,0.1,0.5,4.0,1.2,6.2*,1.8,-2.0,-3.2,-1.3,-2.1
CCOC(=O)Cc1ccc(NCc2ccc(Cl)cc2)cc1,7.5,-0.2,-2.0,0.3,6.7,-1.3,-0.8,-0.6,2.0,-0.8,0.7
COc1cccc(N2CC(O)Cn3c2nc2c3c(=O)n(CCCc3ccccc3)c(=O)n2C)c1 (stereo unspecified),-0.5,-0.3,-0.4,-2.0,-1.3,-2.9,-0.4,0.3,-3.0,-1.3,-3.8
CN(Cc1ccccn1)C(=O)c1cc(COc2ccc(F)cc2Cl)on1,5.4,-0.2,-0.6,3.8,13.0,0.3,1.6,-2.6,5.1,-0.5,-0.1
CCOC(=O)CN1CC23C=CC(O2)C(C(=O)Nc2ccc4c(c2)OCO4)C3C1=O (stereo unspecified),9.8,0.3,0.8,2.6,-2.2,1.2,0.5,-1.1,10.1,-0.3,3.5
CC1(C(=O)NS(=O)(=O)c2ccccc2)CCN1C(=O)CC(c1ccccc1)c1ccccc1 (stereo unspecified),-0.7,-0.2,-0.7,-0.5,-1.8,.,-2.3,-0.3,0.9,-1.2,-0.9
Cc1ccc2oc(C(=O)N3CCCCCC3)c(C)c2c1,-1.4,-0.4,5.3*,6.6,0.4,2.0,0.6,-0.6,9.8,-0.1,4.5

# More results.
smiles	GC-B act	KLK7 zymogen act	DAX1 inh-1	GAA850 FXN act	GC-A act	DAX1 inh-2	SMARCA2 activ	sPLA2-III inh	hgDAF12 agonist	ssDAF-12 act	hcDAF12 agonist
CCCCOc1ccc(C(=O)N/C(=C\c2ccc([N+](=O)[O-])cc2)C(=O)OCc2ccco2)cc1	0.4	0.0	-0.3	-0.7	-3.1	1.0	-1.5	-1.8	0.8	-1.0	3.8
N#CCCNC(=O)CCN1CCCCC1	-5.1	-0.3	-0.7	1.7	1.6	0.5	6.6	2.3	1.4	-0.1	0.4
Cc1ccc(NC(=O)c2cc(S(=O)(=O)N3CCc4ccccc43)cn2C)cc1C	-24.3	-1.6	-1.1	-0.7	-29.9	-0.9	-2.5	-18.5	-1.9	-1.5	2.2
COc1ccccc1NC(=O)CN(c1ccc(C)cc1)S(=O)(=O)c1c(C)n[nH]c1C	-7.9	-0.3	0.7	-3.8	-8.8	0.1	-2.9	-21.1	-1.7	-0.6	-1.9
O=C(N1CCOCC1)C(F)(F)C(=O)N1CCOCC1	4.8	-0.4	-0.3	-2.2	5.8	0.2	-0.4	-0.8	-0.8	-1.2	-0.2
Cc1cc(N2CCC(C(N)=O)CC2)nc(-c2ccccc2)n1	5.8	-0.3	-0.3	2.2	-0.3	0.7	1.5	1.1	1.3	-0.7	-2.0
CCOc1ccc(CCNC(=O)Cc2ccc(S(=O)(=O)N3CCOCC3)s2)cc1OCC	-3.8	0.2	-1.1	0.7	2.9	1.1	1.0	3.6	-2.1	-1.3	-2.3
N#Cc1c(SCC(N)=O)nsc1SCc1ccccc1Cl	0.2	0.5	0.2	1.9	4.0	-0.6	-2.9	4.6	-1.4	-0.3	2.1
Cc1ccc(S(=O)(=O)N2CCC(C(=O)OC(C)C(=O)NC3CCCCC3C)CC2)cc1C (stereo unspecified)	2.6	0.3	-0.7	0.2	-3.7	-0.3	-0.7	-9.2	-0.5	-1.2	1.4
CC(=C1SC(=S)NC1=O)c1ccccc1	4.1	0.2	-0.9	0.5	2.3	1.3	-0.9	4.4	-3.3	-0.8	-0.3
C=CCn1c(SCC(=O)N2CCOCC2)nc2sc3c(c2c1=O)CCCC3	-0.5	0.5	-1.7	3.8	5.8	-2.2	-2.7	-5.1	-4.5	-1.6	-2.3
O=C1c2ccccc2-c2cc(Br)ccc2NC1O (stereo unspecified)	-1.7	-0.3	-0.3	-0.1	-0.6	-0.5	-4.6	-5.6	-1.5	-0.6	-0.1
CC(=O)C1C(c2ccccc2Cl)NC(=O)NC1(O)C(F)(F)F (stereo unspecified)	5.3	0.7	-0.1	-1.4	4.4	-0.3	-1.4	-5.8	-0.4	-1.7	1.8
Cc1ccc(C(=O)N/C(=C/c2ccccc2)C(=O)NC(Cc2ccccc2)C(=O)O)cc1 (stereo unspecified)	7.7	0.1	0.1	-0.6	2.7	1.9	0.9	4.9	-3.0	-1.1	-0.7
COc1cccc2cc(C(=O)C3=C(O)C(=O)N(CCN(C)C)C3c3ccc(F)cc3)oc12 (stereo unspecified)	4.3	-0.6	0.4	-0.9	1.6	0.2	-3.9	1.5	-1.9	-0.9	-1.2
COc1ccccc1CNC(=O)c1ccc2c(=O)n3c(nc2c1)CCCCC3	2.6	0.9	-0.1	-1.9	0.6	0.1	-0.6	-0.3	5.8	-1.6	-2.0
O=c1[nH]c2ccc(S(=O)(=O)N3CCN(c4ccccc4)CC3)cc2[nH]c1=O	-1.5	0.6	0.3	-2.1	2.9	-0.1	-0.7	18.6	-0.4	-1.4	1.2
Cc1c(Cl)cccc1-n1c(SCC(=O)NCc2ccccc2Cl)nnc1-c1ccncc1	-5.8	-0.4	-0.2	-2.9	-7.6	2.3	-5.0	-19.4	-0.4	-2.2	-3.1
CCCC(=O)NC(Nc1c(C)n(C)n(-c2ccccc2)c1=O)C(Cl)(Cl)Cl (stereo unspecified)	-1.2	0.0	0.0	-1.6	-0.2	-0.6	-0.5	3.9	0.8	-1.5	-0.4
COc1c(C(=O)Nc2ccccc2N2CCOCC2)cc2ccccc2c1Br	3.8	0.3	-0.1	0.0	-1.2	0.3	1.3	-0.4	3.9	-0.5	-0.7
CC[C@H]1C(O)C[C@H]2CCN3C(=O)CCC[C@H]1[C@H]23 (stereo partly specified)	-8.2	0.3	-1.5	0.3	2.3	-0.2	-2.0	2.5	-2.2	-0.6	-1.5
CC(C)(CO)NC(=O)CCCOc1ccc(Cl)cc1Cl	0.2	0.0	1.5	4.6	17.9	1.6	1.0	5.1	5.5	-0.8	1.8

# Record cards, as listed above. Screens in order: GC-B act, KLK7 zymogen act, DAX1 inh-1, GAA850 FXN act, GC-A act, DAX1 inh-2, SMARCA2 activ, sPLA2-III inh, hgDAF12 agonist, ssDAF-12 act, hcDAF12 agonist
# CCCC(=O)NC(Nc1c(C)n(C)n(-c2ccccc2)c1=O)C(Cl)(Cl)Cl (stereo unspecified) across the screens: -1.2, 0.0, 0.0, -1.6, -0.2, -0.6, -0.5, 3.9, 0.8, -1.5, -0.4
# CC(C)(CO)NC(=O)CCCOc1ccc(Cl)cc1Cl across the screens: 0.2, 0.0, 1.5, 4.6, 17.9, 1.6, 1.0, 5.1, 5.5, -0.8, 1.8
